SMN2 splice enh: increases expression of the SMN2 splice variant. HEK293 SMN2-luciferase splicing reporter, luminescence, 30-36 h. Potency, µM (top dose mostly 46.1 µM), for the others: top-dose activity change, positive = activation, most hits filed as activators. actives 2.8% (n = 210,000). AID 1458; also: potency is read from the fitted curve at half-maximal effect; % of control where 0% means no effect; nearly all actives have a fitted effect of over 55% in size
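HEK293 cells carry an SMN2 […]–luciferase reporter in which exon 7 inclusion puts luciferase in frame. Cells were plated 10-12 h before compound addition, then incubated 30-36 h at 37C. ONE-Glo luminescence was read; sodium butyrate at 4.5 mM final served as control.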
Lamin A splicing: LMNA splicing modulation. HeLa LMNA splicing GFP/RFP minigene ratio, 48 h. Potency, µM (doses to about 46.1 µM), without a hit: at the highest dose ratio change, negative = inhibition, hits mostly inhibitors. actives 0.01% (n = 200,000). AID 1487; active = well fitted inhibition curve with a large enough effect in the signal ratio, with a control signal flat, not every such curve was filed as active; inconclusive = small, poorly fitted or top-dose-only effect, or effect the other way, or a change in a side signal; the % refers to the signal ratio; also: potency is read from the fitted curve at half-maximal effect; % is scaled to controls: 0 for no effect and ±100 for the full control effect
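Read-out is the ratio of GFP to DsRed2 object intensity, acquired by 488 nm laser-scanning cytometry on HeLa lamin A-EGFP minigene reporter cells. Compound incubation 48 hrs at 37 °C in Opti-MEM with 2% FBS; DMSO 0.5% final.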
CBFb RUNX1 block: inhibitors of human CBF-beta and RUNX1 interaction. Q01196+Q13951. AlphaScreen CBFb-His/RUNX1-biotin binding, biochemical. Potency, µM (top dose mostly 59.8 µM), inactives show top-dose activity, negative = inhibition, hits mostly inhibitors. 230,000 tested, under 10 active; also: % of control where 0% means no effect
Target sequence (Q01196 whole entry, looked up): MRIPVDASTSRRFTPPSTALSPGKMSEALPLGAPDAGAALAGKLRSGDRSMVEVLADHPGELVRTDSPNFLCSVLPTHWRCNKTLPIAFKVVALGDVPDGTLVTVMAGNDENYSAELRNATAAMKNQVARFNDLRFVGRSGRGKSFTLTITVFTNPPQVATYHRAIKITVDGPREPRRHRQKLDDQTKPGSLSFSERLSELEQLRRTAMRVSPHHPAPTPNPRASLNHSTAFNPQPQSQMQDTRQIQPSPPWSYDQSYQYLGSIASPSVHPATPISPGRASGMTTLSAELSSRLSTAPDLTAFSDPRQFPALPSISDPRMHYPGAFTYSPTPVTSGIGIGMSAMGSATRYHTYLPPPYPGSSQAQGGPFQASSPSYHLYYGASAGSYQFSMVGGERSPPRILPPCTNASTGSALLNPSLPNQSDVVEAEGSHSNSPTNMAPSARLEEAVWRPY
Target sequence (Q13951 whole entry, looked up): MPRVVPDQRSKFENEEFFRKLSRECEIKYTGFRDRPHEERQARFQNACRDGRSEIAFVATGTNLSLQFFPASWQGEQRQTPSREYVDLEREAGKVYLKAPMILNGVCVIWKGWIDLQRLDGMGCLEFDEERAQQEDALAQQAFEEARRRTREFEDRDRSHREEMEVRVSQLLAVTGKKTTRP
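AlphaScreen binding: CBFb-His and RUNX1-biotin (30 nM each) preincubated 20 min, compound added for 15 min, then nickel and streptavidin beads for 90 min, all at room temperature. Disruption of the interaction by any mechanism counts as activity.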
KinaseGlo FLuc: blocks Kinase-Glo luciferase, a counter-screen artifact | Q27757 | Kinase-Glo luciferase, ATP luminescence, 8 min | Potency, µM (titrated, usually from 38.3 µM), without a hit: at the top dose activity change, negative = inhibition, hits mostly inhibitors | actives 0.28% (n = 200,000); also: potency is read from the fitted curve at half-maximal effect; % is scaled to controls: 0 for no effect and ±100 for the full control effect; nearly all actives have a fitted effect of over 60% in size
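Recombinant Kinase-Glo luciferase, 10 uM ATP (linear range), luciferin; imidazole pH 7.2 / KCl / MgCl2 / Tween / BSA buffer; 8 min RT; luminescence.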
HTT aggregate: reduces HttQ103-GFP aggregates in PC12 cells | actives 1.1% (n = 220,000) | PC12 HttQ103-GFP aggregates, Acumen cytometry, 40 h | Potency, µM (series often up to 46.1 µM), inactives show top-dose activity change, negative = inhibition, usual class: inhibitors | AID 1688; also: potency is read from the fitted curve at half-maximal effect; % is scaled to controls: 0 for no effect and ±100 for the full control effect; nearly all actives have a fitted effect of over 60% in size
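Huntingtin Q103 exon 1–GFP aggregates in induced PC12 cells (100 nM tebufenozide) were quantified by cytometry from lysates, with compounds dosed in titration.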
HTT cytoprotect: protects HTT-Q103 PC12 cells, measured by ATP; PC12 HTT-Q103 induced, cytoprotection, ATP luminescence, 40 h; Potency, µM (series often up to 56.4 µM), inactives show cytoprotection (ATP increase), usual class: activators; actives 0.14% (n = 230,000); AID 1471;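 also: potency is read from the fitted curve at half-maximal effect; % of control where 0% means no effect; nearly all actives have a fitted effect of over 45% in size; toxic huntingtin expression switched on by the ecdysone agonist tebufenozide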
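Cells were plated at 1500 per well in phenol red-free DMEM with 5% equine and 5% calf serum. Tebufenozide (100 nM final) and compounds were added, then ATPlite reagent, and luminescence was read.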
IMPase Li inh: membrane-permeable IMPase blocker, potentiated with lithium; CHO-M1 cells, IP1 TR-FRET (IP-One), carbachol + lithium; Potency, µM (doses to about 59.4 µM), for inactives: top-dose activity, negative = IMPase inhibition, actives largely listed as inhibitors; actives 0.35% (n = 210,000); AID 1457;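 also: IP1 builds up when IMPase is blocked and the TR-FRET signal falls; potency is read from the fitted curve at half-maximal effect; plate controls were basal vehicle for no effect and high inhibitor control for full effect; nearly all actives have a fitted effect of over 50% in size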
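Concentration–response in CHO-M1 cells, lithium-potentiated; 30 min at 37C. IP1 detected by competitive TR-FRET after 10 min lysis at RT. Hill-fitted AC50.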
An asterisk follows results filed as active; ? = inconclusive; · = no result given; & = joins results of further samples; [ ] = another dose, or the depositor's remark. Unless noted, calls follow the shape of the dose curve; as a rule, active = well fitted curve in the direction sought with a large enough effect; inconclusive = small, poorly fitted or top-dose-only effect, or another doubt; inactive = no such curve, though single readings can be large; an effect the other way counts as inactive or inconclusive. The order is random, and some 4% of all compounds hit somewhere here.

# | SMILES | SMN2 splice enh | Lamin A splicing | CBFb RUNX1 block | KinaseGlo FLuc | HTT aggregate | HTT cytoprotect | IMPase Li inh
1 | CCOC(=O)C1(c2nc(N)cs2)COC(=O)C1 (configuration not stated) | -1% | 0% | 4% | 0% | -7% | 24%[10 µM] | -2%
2 | c1ccc(C2CC(c3cccs3)Nc3nnnn32)cc1 (configuration not stated) | 25% | · | -5% | 3% | 12% | -16% | 6%
3 | CCOC(=O)c1nccnc1C(=O)Nc1cccc(C(F)(F)F)c1 | 18% | ? | -2% | -1% | -1% | -38%[inhibitor] | -9%
4 | O=C(NCCO)c1cccc(Cl)c1 | -2% | 5% | -1% | -3% | -1% | -13% | 27%[38.3 µM]
5 | O=C(COC(=O)c1ccc2ncsc2c1)Nc1ncc(Cl)cc1Cl | -12% | -9% | -20% | 2% | 1% | 20%[10 µM] | 0%
6 | CC(CCc1ccccc1)NCC(O)c1cccc([N+](=O)[O-])c1 (configuration not stated) | · | 2%[46 µM] | 3% | 1% | 20%[9.22 µM] | 12%[10 µM] | 20%
7 | Cc1nc(-c2cccs2)sc1C(=O)O | · | · | 10% | · | -4%[9.22 µM] | -9%[10 µM] | ·
8 | CCOc1ccc(/C=C/C(=O)c2ccc(-c3ccccc3)cc2)cc1 | -20% | -9% | 2% | 0% | 7% | 11%[10 µM] | -4%
9 | Cn1c2c(c(=O)n(C)c1=O)C(CC(=O)Nc1ccccc1F)C(=O)N2 (configuration not stated) | · | · | 8% | · | -10%[9.22 µM] | 20%[10 µM] | ·
10 | CCN(CC)c1ccc(NC2=C(Cl)C(=O)c3ccccc3C2=O)cc1 | -109% | ? | 2% | ? | ? | · | 43%[activator]
11 | O=C(CCc1nc(-c2ccccc2F)no1)NCCN1CCc2ccccc2C1 | -2% | ? | -4% | 10% | 0% | 2% | 4%[38.3 µM]
12 | CCc1cc2c(=O)c(-c3cnn(-c4ccccc4)c3)coc2c(CN2CCOCC2)c1O | -16% | -27% | 1% | -2% | -8% | -63%[inhibitor] | 9%[38.3 µM]
13 | O=C(N/N=C/c1ccc2c(c1)OCO2)C(O)c1ccccc1 (configuration not stated) | 93% | 3% | -7% | -7% | -10% | · | -4%
14 | Cc1ccc(-c2cccc(C(=O)NCc3ccccc3)n2)c2ccccc12 | -19% | ? | 2%[2.36 µM] | 0% | -21% | · | 6%
15 | Cc1cccc(NC(=S)NC(=O)/C=C/c2ccco2)c1 | 7% | 28%[46 µM] | -13% | 0% | · | · | 0%
16 | COc1ccc(C2C(C(=O)NCc3ccco3)CCC(=O)N2c2ccc(OC)cc2)cc1 (configuration not stated) | 11% | 7% | -1% | -1% | 1% | -14% | -7%[38.3 µM]
17 | Cc1ccc(C2C(C#N)=C(N)SC(N)=C2C#N)o1 | 3% | ? | ? | -1% | ? | -13% | ?
18 | O=C(CNS(=O)(=O)c1cccc(Cl)c1)OCc1csc(-c2ccccc2)n1 | 21% | -5% | 5% | 5% | -3% | -17%[10 µM] | -5%
19 | CN(CCc1cnn(C)c1)Cc1cn(C)nc1-c1ccccc1F | -5% | -8%[46 µM] | 3% | 1% | · | · | 7%
20 | Cn1cccc1C(=O)C(=O)Nc1cccc(Cl)c1Cl | 25µM* | 15% | -5% | -18% | 8% | -31% | -2%[38.3 µM]
21 | COC(=O)C1=C(C)NC(=O)NC1c1ccc(-c2ccccc2Cl)o1 (configuration not stated) | -17% | · | 3% | -1% | -20% | -14% | -3%
22 | O=C1C2CC=CCC2C(=O)N1c1nc2n(n1)C(c1ccccc1)CC(c1ccccc1)N2 (configuration not stated) | -5% | -6% | -3% | 2% | -9% | -9% | 0%[38.3 µM]
23 | CCc1cc(/C(Cc2ccccn2)=N\Nc2ccccc2)c(O)cc1O | -5% | -11%[46 µM] | -9% | 5% | 6% | -50%[inhibitor] | -3%
24 | COc1cccc(-c2cc(C(=O)Nc3cc(C)nn3-c3ccccc3)no2)c1 | 1%&1% | 8% | -4% | -4% | -18% | -43%[inhibitor] | 7%[38.3 µM]
25 | O=C(CSc1cnc2ccccc2n1)c1ccc(F)cc1 | 11µM* | ? | -18% | -16% | -20% | 24%[0.074 µM] | 2%
26 | COc1ccc(CNC(=O)C2CC(=O)N(c3ccc(OCC(=O)N4CCCCC4)cc3)C2)cc1 (configuration not stated) | -11% | -5% | -10% | 7% | -9% | 7% | 19%[38.3 µM]
27 | Cc1[nH]c2ccccc2c1CCNC(=O)c1c(N)no[n+]1[O-] | -7% | -3%[9.22 µM] | -9% | -2% | 16% | -17% | 3%
28 | CCC(C)/C(C)=N/NC(=O)CNS(=O)(=O)c1ccc([N+](=O)[O-])cc1 (configuration not stated) | · | · | -1% | · | 13% | -22% | 3%
29 | CCOc1ccc(C(C)(O)CN2CCOCC2)cc1 (configuration not stated) | -12% | 0% | 3% | -1% | -9% | 3% | 9%[38.3 µM]
30 | CCc1ccccc1NC(=S)NC1CC2CCCC(C1)N2Cc1cccs1 (configuration not stated) | -16% | -8% | 7% | 2% | ? | 9%[10 µM] | 41%[activator][38.3 µM]

Entries from the list above containing a thiophene ring, fused or not, in the order listed:
# | SMILES | SMN2 splice enh | Lamin A splicing | CBFb RUNX1 block | KinaseGlo FLuc | HTT aggregate | HTT cytoprotect | IMPase Li inh
2 | c1ccc(C2CC(c3cccs3)Nc3nnnn32)cc1 (configuration not stated) | 25% | · | -5% | 3% | 12% | -16% | 6%
7 | Cc1nc(-c2cccs2)sc1C(=O)O | · | · | 10% | · | -4%[9.22 µM] | -9%[10 µM] | ·
30 | CCc1ccccc1NC(=S)NC1CC2CCCC(C1)N2Cc1cccs1 (configuration not stated) | -16% | -8% | 7% | 2% | ? | 9%[10 µM] | 41%[activator][38.3 µM]

Following part:
# | SMILES | SMN2 splice enh | Lamin A splicing | CBFb RUNX1 block | KinaseGlo FLuc | HTT aggregate | HTT cytoprotect | IMPase Li inh
31 | Cc1cc(-c2ccccc2)oc(=O)c1NC(=O)c1ccccc1 | 11% | · | 2% | 0% | ? | -41%[inhibitor] | 1%
32 | CCOC(=O)c1cn2ccc(C)cc2n1 | · | -7%[46 µM] | 5% | -9% | 15%[9.22 µM] | 11%[10 µM] | -2%
33 | CN=C(Nc1cc(Cl)ccc1Cl)SC1CC(=O)N(c2ccc(C(=O)OC)cc2)C1=O (configuration not stated) | -4% | ? | 9% | -2% | ? | 6%[10 µM] | 11%[38.3 µM]
34 | CCCN1CCN(CCCNC(=O)C2CCCN(c3nc4ccc(OCC)cc4s3)C2)CC1 (configuration not stated) | 10% | 9% | 3% | -1% | 12% | 3% | 22%[38.3 µM]
35 | COc1ccc2[nH]c(=O)c(C(c3nnnn3C3CCCCC3)N3CCN(C)CC3)cc2c1 (configuration not stated) | 9% | 5% | -1% | 0% | -4% | -13% | -4%[38.3 µM]
36 | O=C(/C=C/c1ccc(F)cc1)NCc1cccs1 | 29% | 5% | 11% | -1% | 6% | 11%[10 µM] | 4%
37 | O=C(c1cccc(Cl)c1)N1CCN(C(=O)c2ccccc2F)CC1 | 8% | -22% | 2% | 3% | -13% | 5% | 18%[38.3 µM]
38 | O=C(COc1ccc(/C=N/NS(=O)(=O)c2ccccc2)cc1)Nc1ccccc1 | 10% | -2% | -11% | -3% | ? | -3% | -6%[38.3 µM]
39 | CN(C)c1ccc(-c2cncnc2NCc2ccccc2)cc1 | -2% | 6% | · | -2% | · | -6% | 7%
40 | COC(=O)c1ccc(CS(=O)(=O)c2ccc(C)cc2)cc1 | -5% | 1% | 3% | -3% | 1% | -5% | 11%[38.3 µM]
41 | CCC(C)NC(=S)N1CCN(Cc2ccccc2)CC1 (configuration not stated) | · | · | 3% | -2% | 0.56µM* | · | 3%
42 | COC(=O)c1ccccc1NC(=O)NC1CCN(Cc2ccccc2)CC1 | -16% | 0% | 2% | 3% | 8% | -3%[0.074 µM] | 14%[38.3 µM]
43 | CCC1(CC)NC(=O)N(Cc2nc3ccccc3s2)C1=O | -9% | ? | -8% | 3% | -1% | -11%[10 µM] | 6%
44 | COc1cc(NC(=S)N(C)CCC#N)c(OC)cc1Cl | · | · | -3% | · | -13%[9.22 µM] | 0%[10 µM] | ·
45 | Nc1ccc(S(=O)(=O)Nc2ccc(S(N)(=O)=O)cc2)cc1 | · | 7% | 4% | -3% | ? | -11%[10 µM] | 29%[38.3 µM]
46 | COc1ccc(C(=O)Nc2ccccc2)cc1S(=O)(=O)Nc1cc(C)on1 | 6% | 6% | -2% | 2% | 6% | 4%[10 µM] | 3%[38.3 µM]
47 | O=C(O)CC(=O)Nc1ccc(Oc2ccc(C(F)(F)F)cn2)c(Cl)c1 | -12% | 22%[46 µM] | -8% | -1% | -6% | -8%[10 µM] | 1%
48 | Cc1ccc(NC(=O)CSc2n[nH]c(-c3ccncc3)n2)cc1C | -2% | 11% | 9% | -3% | 3% | -19%[10 µM] | 11%[38.3 µM]
49 | CC(C)n1c(NCc2c[nH]c3ccccc23)nc2ccccc21 | -9% | ? | -3% | -2% | -19% | 13%[10 µM] | 9%
50 | Cc1cccc(C(=O)NNC(=O)CCn2nnc3ccccc32)c1 | 6% | · | 1% | -1% | -13% | -34%[inhibitor] | 1%
51 | C=CCNc1oc(-c2cccs2)nc1S(=O)(=O)c1ccccc1 | -8% | 13%[46 µM] | 0% | 1% | -15% | 3%[10 µM] | 18%
52 | O=S(=O)(NCCc1ccncc1)c1ccc(Br)cc1 | 9% | 2% | 0% | 0% | -6% | 12% | 16%[38.3 µM]
53 | O=C(c1ccccc1)N1CCC(c2nc(-c3ccc(S(=O)(=O)N4CCOCC4)cc3)no2)CC1 | -40%[inhibitor] | ? | 3% | 9% | ? | -24% | 32%[activator][38.3 µM]
54 | O=C(CSc1n[nH]c(=O)n1Cc1ccco1)N1CCOCC1 | · | 5%[46 µM] | 9% | · | 1%[9.22 µM] | -10%[10 µM] | ·
55 | COCCNC(=O)COC(=O)c1cc(-c2ccc(OC)cc2)nc2ccccc12 | ? | · | 28% | -6% | -5% | -153%[inhibitor] | -10%

Molecules above containing a cyano group (two):
# | SMILES | SMN2 splice enh | Lamin A splicing | CBFb RUNX1 block | KinaseGlo FLuc | HTT aggregate | HTT cytoprotect | IMPase Li inh
17 | Cc1ccc(C2C(C#N)=C(N)SC(N)=C2C#N)o1 | 3% | ? | ? | -1% | ? | -13% | ?
44 | COc1cc(NC(=S)N(C)CCC#N)c(OC)cc1Cl | · | · | -3% | · | -13%[9.22 µM] | 0%[10 µM] | ·
